# Assay outcomes as filed in PubChem BioAssay.
# UBC13 inh: inhibitors of human UBC13 polyubiquitin chain formation | inhibition, % at 20 µM | 330,000 tested, 0.47% active | TR-FRET | AID 485273 | P61088; in the data active = inhibition above about 45%, passing the limit was not always enough
# Target sequence (P61088 whole entry, looked up): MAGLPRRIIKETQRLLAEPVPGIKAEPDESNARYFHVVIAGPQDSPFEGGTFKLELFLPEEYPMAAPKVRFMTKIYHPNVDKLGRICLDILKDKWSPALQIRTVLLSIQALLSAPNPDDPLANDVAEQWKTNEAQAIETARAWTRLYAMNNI
# SENP7 inh: inhibitors of human SENP7 protease | Q9BQF6 | inhibition, % at 5 µM | recombinant SENP7, Z-RLRGG-aminoluciferin luminescence, 40 min | 330,000 tested, 1.5% active;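 active = inhibition above about 50% at the single test dose, limit read from the data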;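 note: plate controls were DMSO with enzyme for no effect and no enzyme buffer wells for full effect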
# Target sequence (Q9BQF6 706-1050 limits assumed): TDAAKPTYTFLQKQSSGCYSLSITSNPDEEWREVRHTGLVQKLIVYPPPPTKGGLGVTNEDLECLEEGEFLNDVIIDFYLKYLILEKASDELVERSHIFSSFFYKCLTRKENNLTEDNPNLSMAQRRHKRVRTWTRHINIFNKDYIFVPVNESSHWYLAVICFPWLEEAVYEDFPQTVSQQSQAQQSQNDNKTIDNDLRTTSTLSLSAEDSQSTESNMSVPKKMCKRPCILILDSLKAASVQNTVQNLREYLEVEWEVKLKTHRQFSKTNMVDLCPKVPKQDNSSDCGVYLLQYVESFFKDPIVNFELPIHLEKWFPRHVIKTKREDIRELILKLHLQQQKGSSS
# SENP8 block-1: SENP8 protease inhibition. 330,000 tested, 1.2% active. inhibition, % at 10 µM. purified SENP8, Z-RLRGG-aminoluciferin cleavage, luminescence. AID 2540. Q96LD8; in the data active = inhibition above about 50%
# SENP1 FRET inh: SENP1 (human) catalytic domain inhibition. Q9P0U3. recombinant SENP1 catalytic domain, CyPet-SUMO1-YPet FRET cleavage. inhibition, % at 10 µM. 360,000 tested, 0.21% active;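 active = inhibition at least 30% at 10 µM, raw YFP signal under a set limit, fluorescence ratio 0.5 to 1.5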;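 note: 0% = enzyme with DMSO and 100% = no enzyme wells; some results filed as inactive read as strong as hits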
#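 Controls: no-enzyme wells low, DMSO-plus-enzyme wells high control. Test system: human recombinant His6-tagged SENP1 catalytic domain enzyme. Reagent: SFCypet-SUMO1-SFYpet FRET protein substrate, 25 nM final. Doses: one dose per compound, 10 µM, 0.5% DMSO. Detection: FRET, CFP and YFP emission. Timing: 50 min reaction at room temperature.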
# SENP8 block-2: SENP8 (human) protease inhibition | recombinant SENP8, Nedd8 substrate fluorescence | inhibition, % at 20 µM | 360,000 tested, 0.64% active | AID 602440; in the data active = inhibition mostly above about 40%, no sharp cut-off; inactive = mostly below about 27%
# beta cell repl: inducers of beta-cell replication in MIN6 cells; MIN6 cells proliferation, ATPlite luminescence, 48 h; cells starved in 0.2% serum; 100% = growth in 10% serum; proliferation, % at 10 µM; 330,000 tested, 0.29% active; AID 2380;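 active = compounds whose signal lies at least 3.5 SD above the mean of all wells on their plate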;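 note: 0% = DMSO-treated cells in low-serum medium and 100% = 10% serum control; some compounds called inactive have numbers as strong as hits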
# HKDC1 inhibitor: blocks human hexokinase HKDC1 activity. Q2TB90. recombinant HKDC1, G6PDH/diaphorase resazurin coupled fluorescence. inhibition, % at 20 µM. 340,000 tested, 0.16% active;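 active = inhibition above about 35% when tested at 20 µM, limit read from the data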;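 note: plate controls were DMSO wells with enzyme for no effect and DMSO wells lacking enzyme for full effect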
#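 Incubation: 90 min at room temperature in dark / Material: recombinant HKDC1 (HK5) hexokinase enzyme, produced in-house / Quantity: enzyme 5 µg/mL final / Compound: one dose of 20 µM, 1% DMSO / Reagent: glucose and ATP substrates / Buffer or medium: Tris pH 8.0 buffer with MgCl2, Tween-20, BSA, BME / Technique: resorufin fluorescence at 613 nm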
# SENP6 block: inhibitors of human SENP6 protease | Q9GZR1 | inhibition, % at 10 µM | Recombinant SENP6 catalytic domain, aminoluciferin luminescence | 330,000 tested, 1.8% active;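 active = inhibition above about 50% at the single tested dose, limit read from the data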;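 note: plate controls were DMSO wells with enzyme for no effect and DMSO wells lacking enzyme for full effect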
# Target sequence (Q9GZR1 628-1112 limits assumed): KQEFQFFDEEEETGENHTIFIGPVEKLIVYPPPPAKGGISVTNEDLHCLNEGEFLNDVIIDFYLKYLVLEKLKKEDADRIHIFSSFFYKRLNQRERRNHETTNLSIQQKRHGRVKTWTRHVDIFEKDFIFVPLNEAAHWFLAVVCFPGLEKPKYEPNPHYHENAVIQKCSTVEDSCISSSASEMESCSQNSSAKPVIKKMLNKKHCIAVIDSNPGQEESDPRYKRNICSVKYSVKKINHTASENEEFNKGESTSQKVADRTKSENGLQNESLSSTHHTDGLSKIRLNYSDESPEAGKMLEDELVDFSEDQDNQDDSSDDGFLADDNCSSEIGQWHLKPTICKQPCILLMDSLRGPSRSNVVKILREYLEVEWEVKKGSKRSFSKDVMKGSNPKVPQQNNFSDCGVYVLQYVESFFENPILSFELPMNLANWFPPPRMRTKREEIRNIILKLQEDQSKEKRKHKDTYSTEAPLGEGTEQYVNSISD
# PfGluPho inh: PfG6PD (Plasmodium falciparum) enzyme inhibition. AID 504690. 350,000 tested, 0.78% active. PfGluPho enzyme, NADPH resazurin-diaphorase fluorescence. inhibition, % at 20 µM;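 active = inhibition reaching at least a set limit at 20 µM in the primary screen, cut at about 59% in these data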;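 note: 0% = DMSO wells with substrate and 100% = DMSO wells lacking glucose-6-phosphate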
# * = called active by the depositor; i = inactive; . = no result given.
SMILES,UBC13 inh,SENP7 inh,SENP8 block-1,SENP1 FRET inh,SENP8 block-2,beta cell repl,HKDC1 inhibitor,SENP6 block,PfGluPho inh
O=C(O)c1nn(-c2ccccc2C(F)(F)F)cc1O,-1,4,4,0,20,0,-8,8,-29
Cc1cc2nc(-c3ccc(NC(=O)C(C)C)cc3)oc2cc1C,-5,70*,21,0,i,-1,-7,26,12
COc1ccc(CNC(=O)[C@H](C)NC(=O)[C@@H]2Cc3ccccc3CN2)cc1,8,11,-1,0,3,-2,-1,-8,10
COC1=CC(=O)OC(c2ccc(OC)cc2)C1 (stereo not drawn),.,.,.,0,-1,.,-4,.,7
COc1cccc(C(=O)/C=C/Nc2ccc(S(=O)(=O)Nc3cccc(C(C)=O)c3)cc2)c1,0,-4,12,-133,i,-5,11,2,2
C=C(C)c1cccc(C(C)(C)NC(=O)N2CCN(c3ccccc3)CC2)c1,7,4,1,-2,2,1,-9,10,-7
CCOC(=O)C1CCCN(Cc2nc(N)nc(Nc3ccc(Cl)cc3)n2)C1 (stereo not drawn),5,4,-3,-34,-76,-3,-2,-4,2
Clc1ccc(-c2c[n+](Cc3ccc(Cl)cc3Cl)c3n2CCCCC3)cc1,24,-1,-5,0,6,-4,-2,-4,-2
C/C(=N/NC(=O)CSc1nc2ccccc2n1C)c1ccncc1,-3,5,-3,-2,7,0,-11,16,-6
c1ccc(C2[C@H]3CN(CC4CCCCC4)[C@H](c4ccccc4)C34CC2(c2ccccc2)C4)cc1 (stereo partly drawn),7,-2,0,-21,-6,-8,1,7,7
C=CCn1c(SCC(N)=O)nc2scc(-c3ccc(C)o3)c2c1=O,-10,0,-2,0,-26,-2,-2,-22,7
Cc1nn2c(N)c(-c3ccccc3)cnc2c1-c1ccc(Cl)cc1,18,5,-1,-6,-301,-6,5,2,-5
COc1c(OC)c2[nH]c(=O)cc3c4ccccc4n(c1=O)c23,6,-20,8,-21,-224,-3,2,11,-4
COc1cccc(NC(=O)COC(=O)C2CC(=O)N(c3ccc(C)cc3)C2)c1 (stereo not drawn),8,4,-3,2,8,-4,-4,-10,-4
COc1ccc(OCCCN(C)Cc2ccccc2)cc1,0,2,3,0,11,3,-2,15,-22
CCOc1ccccc1N(CC(=O)N1CCCC1)S(C)(=O)=O,-3,1,-4,-2,-2,0,-4,-9,6
O=C1c2ccccc2C(=O)c2c1ccc(O)c2O,.,.,.,-2,29,.,11,.,-13
C/C(=N\NC(=O)C(=O)Nc1c(C)n(C)n(-c2ccccc2)c1=O)c1ccc(Cl)s1,2,7,-15,-1,15,-3,3,-1,-6
COC(=O)c1cc(NC(=O)/C=C/c2ccc3c(c2)OCO3)cc(C(=O)OC)c1,7,2,9,-5,-278,4,-3,8,-9
O=C1c2cccc3cccc(c23)C(=O)N1OS(=O)(=O)c1ccccc1,41,13,-39,2,-466,-3,0,24,-8

# Record cards (already shown). Order of screens: UBC13 inh	SENP7 inh	SENP8 block-1	SENP1 FRET inh	SENP8 block-2	beta cell repl	HKDC1 inhibitor	SENP6 block	PfGluPho inh
# `COc1cccc(NC(=O)COC(=O)C2CC(=O)N(c3ccc(C)cc3)C2)c1` (stereo not drawn) reads 8	4	-3	2	8	-4	-4	-10	-4
# `O=C1c2cccc3cccc(c23)C(=O)N1OS(=O)(=O)c1ccccc1` reads 41	13	-39	2	-466	-3	0	24	-8
# `C/C(=N\NC(=O)C(=O)Nc1c(C)n(C)n(-c2ccccc2)c1=O)c1ccc(Cl)s1` reads 2	7	-15	-1	15	-3	3	-1	-6
# `O=C1c2ccccc2C(=O)c2c1ccc(O)c2O` reads .	.	.	-2	29	.	11	.	-13
# `COC(=O)c1cc(NC(=O)/C=C/c2ccc3c(c2)OCO3)cc(C(=O)OC)c1` reads 7	2	9	-5	-278	4	-3	8	-9

# A few values from the list.
# CCOc1ccccc1N(CC(=O)N1CCCC1)S(C)(=O)=O in HKDC1 inhibitor shows -4
# COC(=O)c1cc(NC(=O)/C=C/c2ccc3c(c2)OCO3)cc(C(=O)OC)c1 in HKDC1 inhibitor shows -3
# C/C(=N\NC(=O)C(=O)Nc1c(C)n(C)n(-c2ccccc2)c1=O)c1ccc(Cl)s1 in SENP6 block shows -1

# Going on with the list.
SMILES,UBC13 inh,SENP7 inh,SENP8 block-1,SENP1 FRET inh,SENP8 block-2,beta cell repl,HKDC1 inhibitor,SENP6 block,PfGluPho inh
CCOC(=O)c1cc2c(s1)-c1c(C)cccc1OC2,11,-15,-17,-33,-426,-1,-3,20,18
CCc1ccccc1N(CC(=O)NCC1CCCO1)C(=O)CCC(=O)Nc1nccs1 (stereo not drawn),6,-7,3,3,1,-1,-8,-26,9
CN1CCN(c2nc(-c3ccccc3)ncc2S(C)(=O)=O)CC1,6,12,1,2,14,1,-5,-17,2
COc1ccc(CN(CCC#N)CCC2(c3ccccc3)CC(C)N(C)CC2C)cc1OC (stereo not drawn),-4,-1,3,-1,14,-6,2,-4,-13
COc1ccc(CCN(C)C/C=C/c2ccccc2)cc1OC,4,-4,-4,1,-3,-1,3,-8,1
Cc1cc(Oc2ccc(-c3ccccc3)cc2)n2ncnc2n1,8,3,-1,0,27,0,2,-13,-11
Cc1cc(C)cc(NC(=O)C2C3C=CC(O3)C2C(=O)O)c1 (stereo not drawn),4,2,1,1,18,-4,-5,3,-11
COc1ccc(S(=O)(=O)N2CCOCC2)cc1NC(=O)CCCOc1ccc(Cl)cc1C,-9,-6,-10,0,28,-6,4,4,-3
COC(=O)c1ccc(CCc2cc(O)ccc2O)cc1,.,.,.,-1,9,.,27,.,59
C/C(=N\NC(=O)COc1cccc(C)c1)c1ccc2ccccc2c1O,-1,-2,5,-30,-49,-7,8,3,-16
CCc1ccc(/C=C2/Sc3ccccc3N(CC(=O)NCC3CCCO3)C2=O)cc1 (stereo not drawn),5,-6,-16,-1,-13,-4,-2,-6,-15
COc1ccc2c(C)nc(Nc3nc(-c4ccccc4)cc(=O)[nH]3)nc2c1,-20,13,6,3,3,-3,7,-9,33
O=C(CNC(=O)c1ccco1)NCC(=O)OCc1ccccc1Br,0,-1,-11,0,8,0,-2,-5,-19
COc1ccc(CCN2C(=O)C(Oc3ccccc3C)C2c2ccc3c(c2)OCO3)cc1OC (stereo not drawn),4,4,5,1,26,-2,-3,-34,-6
Cc1cccc(C(=O)OCC(=O)NN2C(=O)NC3(CCC(C)CC3)C2=O)c1O (stereo not drawn),-2,11,-6,1,-6,0,-2,-19,-11
Cc1c(Cl)ccc2c(C(O)CBr)cc(-c3ccccc3)nc12 (stereo not drawn),.,.,.,1,-5,.,1,.,1
COc1ccc(N2CCC(CNC(=O)Nc3ccccc3)C2)cc1 (stereo not drawn),-4,12,3,-8,8,-3,-12,-1,21
COc1ccc(Nc2nc(-c3sc(C)nc3C)cs2)c(OC)c1,8,-1,-2,2,-34,0,-3,-3,25
CCOc1cc2c(cc1OCC)C(c1ccc(O)c(OC)c1)NCC2 (stereo not drawn),.,.,.,3,7,.,-5,.,-4
COC(=O)c1cc(S(=O)(=O)NCC2CCN(Cc3ccc(F)cc3)CC2)c[nH]1,5,-1,-6,-2,13,-2,-4,2,-10

# Reprinted from the part before: two entries, then new ones.
SMILES,UBC13 inh,SENP7 inh,SENP8 block-1,SENP1 FRET inh,SENP8 block-2,beta cell repl,HKDC1 inhibitor,SENP6 block,PfGluPho inh
CCOc1cc2c(cc1OCC)C(c1ccc(O)c(OC)c1)NCC2 (stereo not drawn),.,.,.,3,7,.,-5,.,-4
COC(=O)c1cc(S(=O)(=O)NCC2CCN(Cc3ccc(F)cc3)CC2)c[nH]1,5,-1,-6,-2,13,-2,-4,2,-10
CCN1C(=O)CC(C(=O)Nc2ccc(F)cc2)SC1=Nc1cccc(OC)c1 (stereo not drawn),-5,-7,-1,2,3,-3,2,-20,-3
Fc1ccc(N2C(=S)SC(=Nc3ccccc3)C2=Nc2ccccc2)cc1,.,.,.,4,14,.,-50,.,7
Cn1c(-c2ccccc2)c(C(=O)CC#N)c2ccccc21,11,2,-7,-4,-63,-4,-45,-4,-40
COc1ccc(N(C)C(=O)C2CCN(S(=O)(=O)c3cccc4nsnc34)CC2)cc1,-10,7,7,0,14,1,1,1,-1
CN1CCN(c2cc(=O)n(C3CCCCC3)c(=O)[nH]2)CC1,-4,-3,7,-2,17,1,-4,-8,-25
Cc1ccc(SCc2cc(=O)n3[nH]cnc3n2)cc1,-4,15,-8,0,22,-1,-3,8,-35
CC(=O)c1cccc(NC(=O)Nc2ccc3c(c2)N(C)C(=O)CS3)c1,3,7,3,5,6,-2,-4,4,30
Nc1c(-c2ccccc2)c(CSc2nc3ccccc3[nH]2)nn1-c1ccc(Cl)cc1,.,.,.,2,9,.,-3,.,11
CCOc1ccc(NS(=O)(=O)c2ccc3[nH]c(=O)cc(C(=O)O)c3c2)cc1,0,2,8,1,9,-2,-7,8,-4
Cc1nc(CCNC(=O)CC2C(=O)NCCN2Cc2ccccc2)nc2c1CCC2 (stereo not drawn),5,-5,5,-8,-87,-3,2,-20,-1
O=C(Nc1cccc(C(F)(F)F)c1)c1cccnn1,0,5,-7,1,13,-1,-2,3,2
CC(C)CCNC(=O)C(=O)NCc1ccccc1,4,5,-5,2,4,-1,3,-14,-9
Cc1ccc(-n2[nH]c(C)c(C=NCc3ccncc3)c2=O)cc1,10,0,0,-1,16,-4,-1,12,4
CCOC(=O)C1CCN(C(=O)C2CCCCC2)CC1,-2,3,-1,3,11,-1,-4,11,2
C=CCn1c(-c2cccc(OC)c2)nc2nc3ccccc3nc21,16,-1,2,-12,-286,9.1*,-1,-11,7
CC[C@]12c3[nH]c4ccc(Cl)cc4c3CCN1C(=O)[C@@H](CC(=O)NCCN1CCOCC1)C[C@@H]2C(=O)N1CCN(C(=O)c2ccco2)CC1,.,4,.,2,10,.,-6,.,12
OCCN1CCN(CCO)C1=S,.,.,.,1,-5,.,-6,.,-6
COc1cccc(NC2=NCC(=O)N2Cc2cccs2)c1,5,3,-4,-4,10,1,4,-13,-1
CCOc1ccc2nc(NC(=O)C3CCCN(S(=O)(=O)c4cccc5nonc45)C3)sc2c1 (stereo not drawn),-11,-5,-4,10,11,-2,-3,-2,-3
CCOc1ccccc1NC(=O)N1CCCC1C(=O)Nc1nnc(CC)s1 (stereo not drawn),3,0,1,-3,15,1,-4,-4,-5
